Bioassay records: PubChem BioAssay, National Center for Advancing Translational Sciences (NCATS)
Pol kappa inh = blocks human DNA polymerase kappa activity; purified Pol kappa, fluorescent DNA synthesis assay, 10 min; Potency, µM (highest dose often 107 µM), without a hit: at the top dose activity, negative = inhibition, actives largely listed as inhibitors; actives 0.53% (n = 400,000); further: potency means the concentration at half of the fitted maximal effect; on the % scale 0 is the no-effect control and ±100 the full control effect
Target sequence (Q9UBT6 whole entry, looked up): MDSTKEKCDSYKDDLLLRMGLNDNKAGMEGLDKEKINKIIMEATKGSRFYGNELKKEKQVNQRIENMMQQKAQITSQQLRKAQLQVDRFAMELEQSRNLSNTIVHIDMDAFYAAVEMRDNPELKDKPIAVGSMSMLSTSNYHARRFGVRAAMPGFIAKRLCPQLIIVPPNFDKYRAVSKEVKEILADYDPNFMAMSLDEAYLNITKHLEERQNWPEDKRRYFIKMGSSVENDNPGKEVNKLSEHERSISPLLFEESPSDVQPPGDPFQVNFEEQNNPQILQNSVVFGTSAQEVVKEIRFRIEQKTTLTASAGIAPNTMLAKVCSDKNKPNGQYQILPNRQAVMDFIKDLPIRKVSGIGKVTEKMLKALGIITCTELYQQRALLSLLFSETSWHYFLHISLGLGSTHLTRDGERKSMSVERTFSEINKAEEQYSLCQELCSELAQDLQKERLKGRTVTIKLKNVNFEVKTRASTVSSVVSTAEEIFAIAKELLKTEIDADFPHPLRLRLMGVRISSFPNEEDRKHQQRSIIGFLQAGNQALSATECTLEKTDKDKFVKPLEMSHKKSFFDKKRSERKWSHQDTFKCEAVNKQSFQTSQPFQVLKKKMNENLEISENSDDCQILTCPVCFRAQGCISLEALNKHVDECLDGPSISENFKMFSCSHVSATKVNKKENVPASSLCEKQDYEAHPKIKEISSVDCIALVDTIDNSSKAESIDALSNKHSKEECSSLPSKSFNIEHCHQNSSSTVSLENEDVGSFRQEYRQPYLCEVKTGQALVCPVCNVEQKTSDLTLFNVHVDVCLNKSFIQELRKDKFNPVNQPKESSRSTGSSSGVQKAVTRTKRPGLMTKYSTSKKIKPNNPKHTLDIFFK
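10 nM Pol kappa was preincubated with compounds for 15 min at room temperature. Reaction started with 50 nM (final) substrate. Fluorescence read kinetically at 0 and 10 min.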
ERG Ets-DNA blk = ERG Ets/DNA interaction inhibition; fluorescence polarization, His-ERG Ets domain / labelled DNA; Potency, µM (series often up to 76.9 µM), inactives show top-dose FP activity, negative = inhibition, usual class: inhibitors; AID 624246; P11308; actives 0.028% (n = 370,000); active means well fitted inhibition curve with a large enough effect in the polarisation, with a control signal flat; inconclusive means small, poorly fitted or top-dose-only effect, or effect the other way, or a change in a side signal; inactive means no such curve, though single readings can be large or run the other way; the % refers to the polarisation;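 further: polarization taken with two DNA probes labelled with fluorescein and Texas red; potency means the concentration at half of the fitted maximal effect; % of control where 0% means no effect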
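His-tagged ERG Ets domain (1 uM in the protein solution; 300mM KCl, 50mM Tris-HCl, 1mM EDTA, 1mM DTT, pH 7.5) received compound, then a probe mix of 5 nM fluorescein-DNA and 100nM Texas-615-DNA. Fluorescence polarization was read for both dyes.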
Apoferritin bind = binds horse apoferritin like a general anesthetic | AID 485281 | P02791 | Potency, µM (series often up to 77.5 µM), for the others: at the highest dose activity change, negative = displacement, usual class: inhibitors | apoferritin/1-aminoanthracene competitive binding, fluorescence | actives 0.074% (n = 350,000); further: potency means the concentration at half of the fitted maximal effect; on the % scale 0 is the no-effect control and ±100 the full control effect; nearly all actives have a fitted effect of over 20% in size
Target sequence (P02791 2-175 limits assumed): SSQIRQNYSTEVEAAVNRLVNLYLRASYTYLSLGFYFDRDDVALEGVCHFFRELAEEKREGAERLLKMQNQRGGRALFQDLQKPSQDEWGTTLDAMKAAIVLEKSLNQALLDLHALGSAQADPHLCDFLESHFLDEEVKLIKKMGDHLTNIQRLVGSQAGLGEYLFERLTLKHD
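Apoferritin-based anesthetic binding model; compound displacement of fluorescent 1-AMA measured as endpoint fluorescence after 10 minutes at room temperature, scaled to free-ligand and complex controls.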
ALOX12 inh = blocks human arachidonate 12S-lipoxygenase | Potency, µM (doses to about 108 µM), without a hit: top-dose activity change, negative = inhibition, hits mostly inhibitors | purified 12hLO, xylenol orange hydroperoxide absorbance | actives 1.1% (n = 580,000) | AID 1671190 | P18054; further: potency means the concentration at half of the fitted maximal effect; on the % scale 0 is the no-effect control and ±100 the full control effect
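Purified human 12hLO at 150 nM in 25 mM Hepes, 0.01% Triton X-100, pH 7.0, preincubated 15 min at room temperature with compound. Reaction started with 40 uM arachidonic acid, 30 min at room temperature. Hydroperoxide measured by Fe-xylenol orange, 573/405 nm absorbance ratio.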
APE1 inh = inhibitors of human APE1 endonuclease. actives 0.35% (n = 350,000). recombinant APE1, TAMRA/BHQ-2 abasic DNA cleavage fluorescence. P27695. Potency, µM (doses to about 65.8 µM), without a hit: top-dose activity change, negative = inhibition, actives largely listed as inhibitors;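 further: potency means the concentration at half of the fitted maximal effect; plate controls were vehicle for no effect and reference inhibitor for full effect; nearly all actives have a fitted effect of over 55% in size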
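Kinetic fluorescence read (525 ex/598 em nm, three reads 60 s apart) of AP-site incision; signal = third minus first read. Enzyme 0.75 nM, dual-labelled THF duplex 50 nM, compound preincubation 15 min RT.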
POLI inh = inhibitors of human DNA polymerase iota | Pol iota fluorescent replication assay, 10 min | Potency, µM (highest dose often 115 µM), without a hit: at the highest dose activity, negative = inhibition, actives largely listed as inhibitors | actives 1% (n = 390,000) | Q9UNA4; further: potency means the concentration at half of the fitted maximal effect
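Pol iota at 10 nM preincubated 15 min with compounds at room temperature; reaction started with fluorescent substrate, 50 nM final. Fluorescence read kinetically at 0 and 10 min; buffer-only wells as negative control.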
BLM helicase inh = blocks DNA unwinding by human BLM helicase. P54132. recombinant BLM DNA unwinding, fluorescence dequenching. Potency, µM (highest dose often 56.1 µM), for inactives: at the highest dose activity change, negative = inhibition, most hits filed as inhibitors. actives 0.2% (n = 350,000). AID 2528;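 further: potency means the concentration at half of the fitted maximal effect; plate controls were vehicle for no effect and no enzyme for full effect; nearly all actives have a fitted effect of over 35% in size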
TRHR ag = agonists of human TRH receptor; P34981; TRHR cells, calcium flux fluo-8, FDSS agonist mode; activation, % at 2 µM; actives 0.18% (n = 360,000); AID 493084; in the data active means activation above about 30%; further: 0% is about no effect
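Agonist-mode FDSS calcium read (Ex 480/Em 530, 1 s cycles) in 1536-well TRHR cells with fluo-8 dye, after 10-cycle baseline and 23 nL compound addition; TRH at EC20 (10 nM final) added afterwards for the enhancer phase.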
Pol beta inh = DNA polymerase beta (human) inhibition; P06746; actives 1.3% (n = 340,000); Potency, µM (highest dose often 114 µM), inactives show at the top dose activity change, negative = inhibition, usual class: inhibitors; Pol beta primer extension/strand displacement, fluorescence kinetic; further: potency means the concentration at half of the fitted maximal effect; on the % scale 0 is the no-effect control and ±100 the full control effect
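Reaction started by 50 nM substrate onto compound-treated Pol beta (10 nM, 15 min preincubation, room temperature); plates read at 0 min and 10 min. Normalized concentration-effect data fitted by four-parameter Hill equation.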
Numbers without * were called inactive; i = inactive; ? = inconclusive; · = no result given; & = joins results of further samples; [ ] = remark or other dose. Unless noted, the call rests on the fitted dose curve; in most records, active means well fitted curve in the direction sought with a large enough effect; inconclusive means small, poorly fitted or top-dose-only effect, or another doubt; inactive means no such curve, though single readings can be large; an effect the other way counts as inactive or inconclusive. An excerpt. The share of hits here may be higher or lower than overall.

SMILES	Pol kappa inh	ERG Ets-DNA blk	Apoferritin bind	ALOX12 inh	APE1 inh	POLI inh	BLM helicase inh	TRHR ag	Pol beta inh
COc1cc2c(cc1OC)CN(Cc1cc(OC)c(O)c(OC)c1)CC2	1%	-4%	-3%	-17%	-3%	10%	2%	0.0	1%
O=C(CSc1nnc(-c2ccc(Br)cc2)o1)N1CCN(C(=O)c2ccco2)CC1	5%	0%	-13%	8%	-1%	14%	-2%	-0.4	-6%
COC(=O)c1cc2c(N)c(C(=O)c3ccccc3)sc2nc1C(OC)OC	6%	14%	-3%	40%	-1%	-25%	-6%	3.3	-8%
O=C(Nc1nc(-c2ccc(F)cc2)cs1)c1cccnc1	-8%	10%	-2%	-4%	?	100%[activator]	-10%	0.2	-24%
Cc1ccc(CNC(=O)c2cc3c(C)nc4ccccc4c3o2)cc1	-9%	-2%	4%	-19%	-15%	?	-5%	-0.4	?
CC(Nc1nc(-c2ccc(F)cc2)cs1)c1nc2cc(Cl)c(Cl)cc2n1CCCO (centres undefined)	3%	-4%	·	-14%	·	?	·	·	·
CCOC(=O)CSc1nc2ccccc2c(=O)n1-c1ccc(C)cn1	3%	8%	-5%	25%	32%[12.4 µM]	39%[activator]	4%	0.1	7%
CCOC(=O)c1ccc(NC(=O)c2ccc(CO)c(C(=O)NC3CCN(C(=O)OCC)CC3)c2)cc1	4%	-1%	-17%	-2%	1%	6%	-6%	0.3	4%
CCc1ccc(-c2nc(CN3CCCC(C(=O)NCc4ccc(C)cc4)C3)c(C)o2)cc1 (centres undefined)	0%	-9%	-6%	-7%	·	0%	-11%	-0.1	37%
CCCN1CCN(C(=O)c2cc(COc3ccc4ncccc4c3)on2)CC1	-14%	8%	-6%	-10%	3%	13%	5%	-1.4	-21%
COc1ccc(-n2c(=S)[nH]c3cc(C(=O)Nc4ccc(F)cc4)ccc3c2=O)c(OC)c1	-11%	6%	-10%	?	37%	-2%	-8%	0.0	-18%
CC(C)Cn1c(N)c(C(=O)COC(=O)CCc2nc3ccccc3c(=O)[nH]2)c(=O)n(C)c1=O	-19%	0%	·	1%	-6%	21%	·	0.1	·
Cc1nc2nc(SCC(=O)N3CCOCC3)nn2c(C)c1Cc1ccccc1	-12%	1%	-18%	0%	-2%	15%	2%	0.0	1%
COc1ccc2c(c1)c1c(c(=O)n(-c3ccc(OC)c(OC)c3)c(=O)n1CC(=O)N1CCCC1)n2C	2%	1%	51%[activator]	-26%	·	-8%	-4%	-0.5	11%
Cc1cc(NC(=O)c2ccc(S(=O)(=O)N(C)C)cc2)no1	-15%	1%	-8%	0%	-11%	3%	-2%	0.2	0%
CCCC1(CCC)NC(=O)N(CC(=O)Nc2ccc(Cl)c(S(=O)(=O)N3CCOCC3)c2)C1=O	-21%	4%	·	-8%	3%	63%[activator]	·	·	·
NNC(=O)COc1ccccc1[N+](=O)[O-]	2%	-7%	-13%	63%[activator]	0%	-2%	2%	1.0	39%
COC(=O)Cc1cnc(NC(=O)CSc2nc(C(C)C)cc(=O)[nH]2)s1	-14%	1%	9%	?	37%	?	3%	-0.1	41%
O=C(CSc1nc2ccccc2c(=O)n1CC1CCCO1)N1CCN(c2ccccc2)CC1 (centres undefined)	-6%	-2%	·	-14%	·	-17%	·	·	·
Cc1nc2cc(C(=O)O)ccc2n1-c1ccccc1	-4%	-7%	3%	-9%	-2%	0%	2%	-0.6	23%
O=S(=O)(CCc1ccccc1)CS(=O)(=O)CCc1ccccc1	6%	-3%	·	?	·	27%	·	·	·
CC(OC(=O)c1cccc(S(=O)(=O)Nc2ccccc2F)c1)C(=O)NCc1ccc2c(c1)OCO2 (centres undefined)	-3%	-5%	?	-10%	-4%	9%	-2%	0.3	0%
O=C1CCC(O)CCN1CCSc1ccccc1 (centres undefined)	3%&-4%	-8%	-11%	3%	22%	11%&-1%	2%	0.2	18%
CCN1C(=NCc2ccc(OC)cc2)N[C@@H](c2ccccc2)C(C(=O)OC)=C1C	5%	4%	9%&-3%	-28%	1%&9%	11%	2%&3%	-0.3&2.1	4%&32%
CCc1c(C)nc(SCC(N)=O)c(C#N)c1C	-6%	·	-7%	0%	-5%	4%	0%	-0.2	-1%

(listing goes on)
SMILES	Pol kappa inh	ERG Ets-DNA blk	Apoferritin bind	ALOX12 inh	APE1 inh	POLI inh	BLM helicase inh	TRHR ag	Pol beta inh
CS(=O)(=O)N(CC(=O)Nc1ccc(S(=O)(=O)N2CCCC2)cc1)c1ccccc1F	-24%	-3%	-2%	-8%	6%	15%	1%	-0.2	13%
CO/N=C/CC(=O)c1ccc(-c2ccccc2)cc1	-16%	9%	-22%	-2%	11%	-2%	-7%	0.2	30%
O=C(CSc1nnc2ccccn12)c1ccc(OC(F)F)cc1OC(F)F	-2%	6%	-20%	-3%	5%	12%	-3%	-0.2	6%
CCCCN1CC(=O)N2[C@H](c3ccc(OC)cc3)[C@@H]3C(=O)N(CC)C(=O)[C@@H]3[C@]2(Cc2ccccc2)C1=O	-10%	7%	-11%	-12%	16%	27%	-2%	-0.3	9%
COc1ccc(CCNc2nc(SCc3ccccc3F)nc3ccccc23)cc1OC	1%[60.1 µM]	6%	?	0%	·	8%	0%	0.6	-10%
COc1cccc(-c2nn3c(=O)cc(CN4CCN(C(=O)/C=C/c5ccccc5)CC4)nc3s2)c1	-3%[60.1 µM]	5%	-7%	-8%	·	-7%	-20%	-0.6	-22%
CC1CCCN(CCC(=O)Nc2ccccc2)C1 (centres undefined)	-6%	-2%	-6%	9%	1%	103%[activator]	1%	0.5	12%
Cc1[nH]c2ccccc2c1CCCO	5%	-1%	64%[activator]	0%	2%	-9%	-2%	0.8	?
Cc1ccc(CCNC(=O)C2CCCN(C(=O)c3cc4sccc4n3C)C2)cc1 (centres undefined)	-8%	·	-11%	18%	-3%	-12%	-4%	-0.3	-9%
COc1ccc(CC(=O)Nc2ccc(-c3nc4ccccc4s3)cc2Cl)cc1OC	-5%[60.1 µM]	-1%	-19%	-13%	·	-4%	-4%	1.3	-15%
CCNC(=O)CC1C(=O)N(c2ccc(C)cc2)C(=O)N1Cc1ccccn1 (centres undefined)	-9%[60.1 µM]	·	1%	-21%	0%	-9%	-2%	0.2	-18%
Cc1occc1C(=O)NCc1ccc2c(c1)OCO2	-22%	1%	5%	?	15%	9%	-1%	0.1	1%
Cn1c(=O)c2c(SCC(=O)Nc3ccccc3F)nc(-c3ccccc3F)nc2n(C)c1=O	-10%	2%	-2%	i	-1%	23%	-1%	0.2	17%
CN(C)S(=O)(=O)c1ccc(N2CCCC2)c(C(=O)NC2(C)CCS(=O)(=O)C2)c1 (centres undefined)	-4%	-2%	·	11%	-1%	22%	·	0.8	·
COc1cc2c(cc1OC)C(c1ccco1)CC(=O)N2 (centres undefined)	-27%	-3%	6%	-3%	-4%	?	3%	-0.1	2%
O=C(NCc1ccccc1Cl)C1CCC(CNc2c(N3CCOCC3)c(=O)c2=O)CC1 (centres undefined)	-7%	2%	-10%	-15%	0%	59%[activator]	1%	0.3	-5%
CCOc1ccc2cc(C3CC(c4ccco4)=NN3S(C)(=O)=O)c(Cl)nc2c1 (centres undefined)	-15%	1%	5%	?	-4%	12%	-4%	0.0	5%
CCc1c(C)sc(NC(=S)N2CC(C)OC(C)C2)c1C(=O)OC (centres undefined)	3%	1%	-12%	9%	4%	26%	-1%	-0.4	8%
O=C(CSc1cccc[n+]1[O-])Nc1cc([N+](=O)[O-])ccc1Cl	-15%	-8%	-1%	-6%	1%	112%[activator]	-10%	-0.4	11%
Cc1ccc(-c2cnc3c(Cl)c(C)nn3c2)cc1	-6%	0%	-3%	-1%	0%	4%	-6%	0.2	4%
COc1ccc(-n2nnnc2SCC(=O)Nc2ccccc2F)cc1	10%	9%	30%	12%	4%	-2%	-3%	-0.4	-1%
CCOC(=O)N/N=C\C=C\c1ccco1	-37%	10%	4%	?	-8%	?	-4%	-0.3	?
COc1ccc(N(Cc2cc(=O)[nH]c3ccccc23)C(=O)c2ccco2)cc1	-8%	-14%	-22%	-25%	-2%	?	-3%	-0.3	?
COc1ccc(Cl)cc1NC(=O)COC(=O)c1cc(C)oc1C	-5%	16%	·	182%[activator]	17%	15%	·	·	·
COc1ccccc1/C=C/C=N/NC(=O)c1ccc2nc[nH]c2c1	·	·	-18%	·	5%	·	1%	-0.3	35µM*
CCCn1nnc(NC(=O)Cc2ccc(Cl)cc2)n1	-8%	·	-7%	-1%	0%	14%	2%	-1.4	-2%
COc1cc(/C=N/NC(=O)c2[nH]nc3c2CCc2ccccc2-3)ccc1O	?	-5%	2%	-8%	7%	10%	-25%	-0.6	-2%
Cc1ccc(CNC(=O)c2ccc(OCC(C)C)cc2)n1C	-14%	9%	?	0%	27%	15%	-10%	0.7	-27%
CCN(CC(=O)NCc1ccc(F)cc1)Cc1cc(=O)n2ccsc2n1	-7%	2%	-5%	2%	-2%	9%	-3%	-0.2	-6%

Only ERG Ets-DNA blk, ALOX12 inh and Pol kappa inh (two entries from above):
SMILES,ERG Ets-DNA blk,ALOX12 inh,Pol kappa inh
COc1cc(/C=N/NC(=O)c2[nH]nc3c2CCc2ccccc2-3)ccc1O,-5%,-8%,?
CO/N=C/CC(=O)c1ccc(-c2ccccc2)cc1,9%,-2%,-16%

In the list so far, 2 have a nitro group on carbon:
SMILES	Pol kappa inh	ERG Ets-DNA blk	Apoferritin bind	ALOX12 inh	APE1 inh	POLI inh	BLM helicase inh	TRHR ag	Pol beta inh
NNC(=O)COc1ccccc1[N+](=O)[O-]	2%	-7%	-13%	63%[activator]	0%	-2%	2%	1.0	39%
O=C(CSc1cccc[n+]1[O-])Nc1cc([N+](=O)[O-])ccc1Cl	-15%	-8%	-1%	-6%	1%	112%[activator]	-10%	-0.4	11%
